CAL PDZ FP-1: untagged CAL PDZ binding inhibitors, primary screen, biochemical, fluorescence polarization, HTS. Golgi-associated PDZ and coiled-coil motif-containing protein (Homo sapiens), Q9HD26. inhibition, % at 24.9 µM. actives 0.92% (n = 300,000). purified CAL PDZ, TMR-peptide fluorescence polarization, 1 h. AID 602252, 2012;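 active = mean inhibition of at least 30% with at least half of replicates also reaching 30%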;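 note: 0% = DMSO neutral control and 100% = excess unlabeled competitor peptide PRC23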
NSD2 inh: NSD2 histone methyltransferase inhibitors, primary screen, biochemical, AlphaScreen, single concentration, set 2. NSD2 peptide methylation, 120 min. inhibition, % at 12.5 µM. actives 0.54% (n = 310,000). AID 743445, 2014; in the data active = inhibition above about 50%
LANA DNA inh: inhibitors of KSHV C-LANA binding to DNA, primary screen, biochemical, fluorescence polarization, FAM-LBS DNA, MBP-C-LANA, single point; Kaposi's sarcoma herpesvirus LANA C-terminal domain (residues 932-1162) DNA binding; inhibition, % at 9 µM; actives 0.078% (n = 340,000); AID 504423, 2011;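 active = highest replicate inhibition at or above 60% at 9 µM, even if other replicates fall short; inactive = all replicates below 60% inhibition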;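 note: 0% = neutral control wells and 100% = 4 µM acridine orange control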
RTF Ca sens inh: cardiac RTF calcium sensitivity inhibitors, primary screen, biochemical, IANBD-TnC fluorescence, EC70 calcium; IANBD-labeled cardiac RTF, Ca2+ fluorescence; actives 0.12% (n = 340,000); inhibition, % at 7.15 µM; Troponin I, cardiac muscle (Homo sapiens) + Troponin T, cardiac muscle (Homo sapiens) + …;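 active = inhibition above the mean inhibition of all tested compounds plus 3 SD, cut at about 17% in these data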;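 note: assay run at fixed EC70 calcium of 1.6 mM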
DAGLB inh: DAGLB lipase inhibitors, primary screen, biochemical, fluorescence, HTS; Diacylglycerol lipase-beta (Homo sapiens), Q8NCG7; HEK293T DAGLB membrane lysate, EnzChek fluorogenic substrate; inhibition, % at 5.17 µM; actives 0.059% (n = 340,000); AID 504411, 2011; in the data active = inhibition above about 34%;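 note: 0% = enzyme with vehicle and 100% = wells lacking enzyme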
V-ATPase pH: regulators of yeast V-ATPase proton pumping, primary screen, pHLuorin cytosolic pH fluorescence | actives 0.37% (n = 350,000) | AID 504577, 2011 | response, % at 10 µM | S. cerevisiae; in the data active = response mostly above about 7.3%, no sharp cut-off; inactive = mostly below about 5.4%; note: actives read high; inactives centre near 0; some compounds called inactive have numbers as strong as hits; reference of the scale not given here
DSG3 Ab inh: inhibitors of pemphigus antibody binding to DSG3, primary screen, biochemical, bead-based, flow cytometry, scFv-GFP; DSG3-coupled beads, scFv-anti-DSG3-GFP binding; active compounds read low; binding (percent of control), % at 10 µM; actives 0.48% (n = 310,000);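 active = binding more than 3 SD below its plate's average and above zero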;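 note: hits lower antibody fragment binding to DSG3; some compounds called inactive have numbers as strong as hits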
Arrestin-AP2 inh: inhibitors of beta-arrestin/AP2 binding, primary screen, biochemical, GPCR trafficking, flow cytometry. inhibition, % at 10 µM. actives 0.31% (n = 340,000). FITC-arrestin peptide / GST-AP2 beads; AP2 beta2 appendage carries R879A mutation. beta-arrestin 1 C-terminal peptide binding to AP2 beta2-adaptin appendage (human);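 active = inhibition above a set limit, near 3 SD of compounds lacking own fluorescence, cut at about 54% in these data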;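 note: plate controls were DMSO wells for no effect and 5 µM unlabelled arrestin peptide for full effect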
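System: GST-tagged AP2 beta2-adaptin appendage (R879A) on 4 µm glutathione beads / Reagent: FITC-arrestin peptide, 50 nM / Detection: HyperCyt-sampled flow cytometry, FL1 channel, ex 488/em 535 nm / Timing: 12 min plus 1 h, RT / Buffer or medium: PBS plus Tween 20 (0.05%) and BSA (0.1%)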
CAL PDZ FP-2: CAL PDZ peptide-binding inhibitors, primary screen, biochemical, fluorescence polarization, Cer-tagged CAL PDZ, HTS | actives 0.02% (n = 330,000) | purified CAL PDZ, TMR-peptide fluorescence polarization, 1 h | inhibition, % at 20 µM | Golgi-associated PDZ and coiled-coil motif-containing protein (Homo sapiens), Q9HD26 | AID 504414, 2011;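 active = highest replicate inhibition of at least 40%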;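 note: plate controls were DMSO neutral control wells for no effect and unlabeled competitor peptide control wells for full effect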
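System: tagged CAL PDZ domain. Schedule: 1 h room-temperature incubation prior to read. Signal: fluorescence polarization (mP). Measure: percent inhibition from loss of millipolarization.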
Keap1-Nrf2 PPI: Keap1-Nrf2 protein-protein interaction inhibitors, primary screen, biochemical, fluorescence polarization, single point. actives 0.15% (n = 340,000). Keap1 Kelch-Nrf2 peptide fluorescence polarization, 1536-well. inhibition, % at 9.4 µM; in the data active = inhibition above about 12%;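 note: human Keap1 Kelch domain with fluorescein labeled Nrf2 9mer peptide probe; 0% = neutral control wells and 100% = peptide positive control; higher means more block of Keap1 binding to Nrf2 peptide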
Target sequence (Q14145 whole entry, looked up, the tested form may be a part): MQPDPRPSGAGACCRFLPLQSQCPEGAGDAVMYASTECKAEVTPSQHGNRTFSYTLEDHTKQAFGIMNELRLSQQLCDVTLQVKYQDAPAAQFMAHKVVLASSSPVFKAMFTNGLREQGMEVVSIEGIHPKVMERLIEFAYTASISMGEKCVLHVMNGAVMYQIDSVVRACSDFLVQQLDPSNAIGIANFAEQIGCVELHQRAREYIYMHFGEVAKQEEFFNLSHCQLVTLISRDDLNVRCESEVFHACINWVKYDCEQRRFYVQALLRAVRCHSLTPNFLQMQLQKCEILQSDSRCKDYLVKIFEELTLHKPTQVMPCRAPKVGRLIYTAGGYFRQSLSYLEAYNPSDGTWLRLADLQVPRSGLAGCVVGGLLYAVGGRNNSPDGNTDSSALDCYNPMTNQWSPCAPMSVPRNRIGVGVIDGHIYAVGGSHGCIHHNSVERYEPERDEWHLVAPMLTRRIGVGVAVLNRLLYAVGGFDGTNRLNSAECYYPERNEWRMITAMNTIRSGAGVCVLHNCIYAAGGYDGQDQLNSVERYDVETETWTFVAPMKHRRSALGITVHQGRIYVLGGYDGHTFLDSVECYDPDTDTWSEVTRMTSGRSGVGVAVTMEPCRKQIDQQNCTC
* = called active by the depositor; · = no result given. Not all compounds are listed, so the mix of outcomes need not match the whole.

SMILES	CAL PDZ FP-1	NSD2 inh	LANA DNA inh	RTF Ca sens inh	DAGLB inh	V-ATPase pH	DSG3 Ab inh	Arrestin-AP2 inh	CAL PDZ FP-2	Keap1-Nrf2 PPI
O=C(C1=C[C@@H]2[C@H]3C(=O)N(c4cccc(Cl)c4)C(=O)[C@H]3[C@@H](C(=O)c3ccc(Cl)cc3)N2C=C1)c1ccccc1	-5	·	-0.5	-16	21	-1	93	-10	-1.5	0
Cc1ccc(S(=O)(=O)NCC(=O)N(CC(=O)NCC2CCCO2)c2ccc(Cl)cc2)cc1 (configuration not stated)	-6	2	0.8	-8	-1	2	93	6	-4.1	-7
Cc1nc2c(n1O)CCC/C2=N\O	-2	3	-1.6	0	0	-2	104	3	-0.3	1
COc1ccc(-c2cc3nc(-c4ccccc4)cc(N4CCC(O)CC4)n3n2)cc1	3	-3	0.1	15	-2	-5	87	20	-3.4	0
Cc1cnc(C(=O)OC(C)C(=O)Nc2ccc(Cl)cn2)cn1 (configuration not stated)	-5	0	-0.6	-27	4	1	100	-7	-2.3	-4
COc1ccc(CCNC(=O)CS(=O)(=O)c2cn(CC(=O)N3CCCC3)c3ccccc23)cc1OC	-4	2	2.7	-5	0	4	100	-6	0.3	-1
COc1ccc(Cc2nnc(NC(=O)c3ccc(OC)cc3OC)s2)cc1	-3	-5	1.3	-16	-7	-1	112	0	-0.8	-5
O=C(NCCCc1ccccc1)c1cccc(NC(=O)C2CCC2)c1	5	·	-1.7	-9	1	0	104	22	0.3	-5
CC(C)N(Cc1ccccc1)CC(O)COc1ccc(S(=O)(=O)N2CCOCC2)cc1Cl (configuration not stated)	4	-3	-1.7	4	-4	4	99	-6	-0.3	1
CN1CCC(=NNC(=O)CSCc2ccccc2)CC1	-1	0	-1.3	-3	0	0	99	3	-2.3	-5
CC1(NC(=O)c2cc(-c3cccs3)nn2-c2ccccc2)CCS(=O)(=O)C1 (configuration not stated)	-4	-1	1.5	-12	-2	-7	104	-11	-1.7	4
CCc1ccc(CCC(=O)Nc2ccc(C)cc2C)o1	·	2	0.7	-8	-3	0	103	-4	-0.2	-6
COc1ccc(CNC(=O)NCc2ccc(OC)c(OC)c2)cc1OC	-1	-3	0.8	6	2	-4	97	-1	-2.3	0
O=C(NC1CCCC1)C1CCCN1C(=O)Nc1ccc(Cl)cc1 (configuration not stated)	-1	·	1.9	-2	-1	-5	103	18	-0.8	-2
CNC(=O)N(O)C1N(/N=C/c2cc(Br)ccc2O)C(=S)SC1(C)C (configuration not stated)	-2	3	0.6	-4	-1	-1	101	-4	·	-1
O=C(CCCc1c[nH]c2ccccc12)NCc1ccccc1C(F)(F)F	-8	-1	1.2	-4	-1	0	96	-14	-1.5	-1
O=C(Cn1nnc(-c2ccccc2)n1)N=Nc1c(O)[nH]c2ccccc12	-4	1	0.2	-2	-2	1	92	22	-0.7	-1
CN(C)c1nc(N)nc(CSc2nnnn2-c2ccc(C(=O)O)cc2)n1	·	-10	-0.5	-3	1	7	94	6	-2.2	-5
Cc1cccc(N2CC(c3nc4ccccc4n3C)CC2=O)c1C (configuration not stated)	·	·	0.7	-4	-2	3	116	2	-0.9	-6
CC1CN(C(=O)COC(=O)c2ccc(NC(=O)CC#N)cc2)CC(C)O1 (configuration not stated)	-3	-2	·	-6	-1	6	103	37	-1.1	·
COc1cccc(NC(=O)NCc2ccccc2Cl)c1	-4	-1	-0.9	5	-4	0	112	38	-0.8	3
O=C(c1ccccc1)N1CCN(C2CC(=O)N(CCc3ccccc3)C2=O)CC1 (configuration not stated)	-3	0	-2.1	-11	-3	5	102	6	-0.2	4
CN(c1ccc(OCC(=O)Nc2cc(Cl)ccc2C(=O)O)cc1)S(=O)(=O)c1ccc(F)cc1	-8	8	0.7	4	7	3	·	-16	-1.5	2
O=C(CSc1cc(Cl)ccc1Cl)NC1CCCC1	-5	-8	1.7	-11	-3	-3	·	-3	-2.8	-1
Cc1sc2nc(SCC(=O)NCc3ccco3)n(-c3ccccc3)c(=O)c2c1C	-2	-1	-0.9	2	-4	1	79	3	-2.0	1
COc1ccccc1NS(=O)(=O)c1cccc(C(=O)N2CCN(Cc3ccc4c(c3)OCO4)CC2)c1	-1	2	-0.3	5	1	-1	101	-4	-3.4	-5
CCOC(=O)C(C)N1N=C(/C=C/c2ccc(OC)cc2)CCC1=O (configuration not stated)	0	-1	0.8	3	-6	-5	·	-8	-0.9	0
CCOC(=O)c1c(NC(=O)c2cc3n(n2)C(C(F)(F)F)CC(c2cccs2)N3)sc(C)c1C (configuration not stated)	-2	1	-1.0	-9	-3	2	122	23	-2.0	-5
O=c1c2ccccc2nc(-c2ccc(Cl)c(Cl)c2)n1O	-2	1	1.6	6	1	0	108	29	0.7	4
Cc1ccc(C2=NOC3(CC(=O)N(c4ccccc4)C3=O)C2)cc1 (configuration not stated)	6	-3	-1.2	-13	-2	0	101	-7	0.2	-4

The list goes on (three carried over from the part before).
SMILES	CAL PDZ FP-1	NSD2 inh	LANA DNA inh	RTF Ca sens inh	DAGLB inh	V-ATPase pH	DSG3 Ab inh	Arrestin-AP2 inh	CAL PDZ FP-2	Keap1-Nrf2 PPI
CCOC(=O)c1c(NC(=O)c2cc3n(n2)C(C(F)(F)F)CC(c2cccs2)N3)sc(C)c1C (configuration not stated)	-2	1	-1.0	-9	-3	2	122	23	-2.0	-5
O=c1c2ccccc2nc(-c2ccc(Cl)c(Cl)c2)n1O	-2	1	1.6	6	1	0	108	29	0.7	4
Cc1ccc(C2=NOC3(CC(=O)N(c4ccccc4)C3=O)C2)cc1 (configuration not stated)	6	-3	-1.2	-13	-2	0	101	-7	0.2	-4
CC(=O)N1CCC(N(CCN2CCOCC2)C(=S)Nc2ccc(C)c(C)c2)CC1	-4	-1	-2.7	-1	0	-1	94	-5	-1.8	2
O=C(N/N=C/c1ccoc1)c1ccccc1O	-1	6	-1.5	-4	2	-1	103	-6	-0.2	-6
CCN(C(=S)NC(=O)C1CCCC1)C1CCCCC1	-1	3	-0.6	-4	0	-2	112	-10	0.4	0
Cc1cc(C)c(N(CC(=O)NC(C)(C)C)C(=O)CNC(=O)c2cccs2)c(C)c1	-3	0	1.3	·	·	-1	·	14	1.3	-3
COc1cccc(NC(=O)Cn2nc(Cc3cccnc3)c3ccccc3c2=O)c1	·	·	0.8	-4	2	-1	98	0	-0.9	-2
Cc1nnc(N2C(=O)c3ccc(Br)cc3C2=O)s1	·	1	1.2	-10	-1	3	113	10	0.0	0
CCCOc1ccc(-c2nc(N3CCN(CC)CC3)c3ccccc3n2)cc1	-5	2	0.0	-7	-4	4	105	-8	·	-5
OCCN1c2ccccc2CCc2ccccc21	·	-1	·	·	·	-5	105	4	·	·
COc1ccc(C(=O)NCCc2ccccc2F)cc1OC1CCN(C(C)=O)CC1	-1	-3	0.7	8	0	0	109	-7	-2.6	-4
COC(=O)c1sc(=S)n(Cc2ccccc2)c1C	-1	-2	0.5	-17	-4	2	100	-5	0.1	-7
Cc1ccc(NC(=O)Nc2ccc(Cl)cn2)cc1	-4	-1	-0.2	-3	-1	-5	94	18	-2.7	0
O=C(NNC(=S)Nc1ccc(Br)cc1)c1ccc(N2CCOCC2)c([N+](=O)[O-])c1	-1	7	-0.6	-15	16	-1	89	9	-1.2	2
CC(C)(C)NC(=O)C(=O)NNC(=O)c1ccco1	·	·	-0.2	-6	2	9	107	-15	-0.9	0
CC1CC(NC(=S)N(C)C)CC(C)(C)C1 (configuration not stated)	·	-3	·	·	-7	1	108	·	·	·
O=C(N/C(=C/c1cccc([N+](=O)[O-])c1)C(=O)N1CCCCCC1)c1cccs1	-2	18	-0.4	-12	1	3	130	-4	-2.0	0
C=CCNC(=O)N1C2=NC(C(=O)OC)=C(C(=O)OC)[C@@H]3N(Cc4ccccc4)c4ccccc4[C@]23C[C@H]1C(=O)OC	-1	·	-1.4	-19	0	4	101	-5	-2.3	6
COc1cc2c(cc1OC)-c1cc(N3CCCCCC3)nc(=O)n1CC2	-3	-1	-2.4	1	3	-3	118	18	-4.8	-2
CCn1cc(SCC(=O)NCc2ccc3c(c2)OCO3)c2ccccc21	·	·	0.4	-2	-3	-2	103	4	-0.9	-3
CC(C)c1cc(C(C)C)c(S(=O)(=O)N2CCNCC2)c(C(C)C)c1	·	1	-1.2	1	-8	-2	109	13	0.6	0
O=C(CCc1nnc(COc2ccccc2)o1)NCc1ccc(Cl)s1	·	-4	-1.7	-4	0	2	101	-15	-0.4	0
OC(COCc1cccs1)CN1CCN(c2ccccn2)CC1 (configuration not stated)	-2	·	-0.5	1	-1	0	104	31	-2.5	-3
CC(=O)C1=C(N2CCCCC2)CCC1=O	1	2	-0.3	2	-1	3	104	-4	-1.1	-5
COc1cc2c(cc1OC)C(C(=O)N1CCOCC1)C(c1cccs1)N(C)C2=O (configuration not stated)	-3	-1	-1.6	-2	0	-2	·	16	-0.6	-3
O=C(Cn1cnc2ccc(Cl)cc2c1=O)NC1CCS(=O)(=O)C1 (configuration not stated)	·	-1	0.5	-7	-1	8	81	8	-0.2	-1
Cc1onc(-c2ccccc2)c1C(=O)N/N=C/c1ccco1	-6	0	-0.5	4	2	-2	·	-2	-1.6	0
COC(=O)C1CC(c2c(OC)cc(OC)cc2OC)=NO1 (configuration not stated)	-1	0	1.1	-7	2	-1	112	-6	-2.3	4
Cc1ccc(S(=O)(=O)N2CCCCC2C)cc1[N+](=O)[O-] (configuration not stated)	·	3	4.6	-2	-2	1	113	18	0.2	3
O=C(Nc1ccccc1)N1CCC(C(=O)N2CCN(c3ccccc3F)CC2)CC1	·	-1	-0.5	-8	-1	0	95	10	-0.4	4
COc1ccc(CCNC(=O)C(=O)c2cn(CC(=O)N3CCCC3)c3ccccc23)cc1OC	·	0	·	·	-1	0	100	·	·	·
CN(C)c1ccc(CNC(=O)CN(C)S(=O)(=O)c2cccc3cccnc23)cc1	0	·	-0.7	-7	1	-2	111	7	-2.0	4

Screens deposited in PubChem BioAssay by several laboratories.
